# Screening results (PubChem)
# AmpC no deterg = AmpC beta-lactamase inhibition without detergent; AmpC nitrocefin hydrolysis, absorbance 480 nm, 0.0001% Triton; AID 485341; P00811; 330,000 tested, 0.52% active; Potency, µM (doses to about 57.1 µM), inactives show top-dose activity change, negative = inhibition, hits mostly inhibitors;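 further: potency means the concentration at half of the fitted maximal effect; plate controls were no compound for no effect and no enzyme for full effect; nearly all actives have a fitted effect of over 20% in size; some results filed as inactive show a strong effect at the top dose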
# Target sequence (P00811 whole entry, looked up): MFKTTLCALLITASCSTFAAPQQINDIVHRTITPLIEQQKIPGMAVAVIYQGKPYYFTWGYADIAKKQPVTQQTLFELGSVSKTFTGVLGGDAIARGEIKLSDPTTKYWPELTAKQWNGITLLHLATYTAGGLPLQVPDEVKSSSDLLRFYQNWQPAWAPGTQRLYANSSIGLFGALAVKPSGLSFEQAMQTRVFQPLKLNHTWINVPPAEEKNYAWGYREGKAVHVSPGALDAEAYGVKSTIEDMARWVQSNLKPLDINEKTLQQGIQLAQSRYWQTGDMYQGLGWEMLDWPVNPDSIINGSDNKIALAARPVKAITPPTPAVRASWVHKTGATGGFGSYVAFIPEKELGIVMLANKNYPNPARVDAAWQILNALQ
#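 AmpC (5.3 nM in the dispensed reagent) in 20 mM phosphate pH 7.0 with 0.01% (detergent screen) or 0.0001% Triton X-100 was preincubated with compounds for 15 min at room temperature. Nitrocefin was then added from an 800 uM solution, and hydrolysis was followed at 480 nm.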
# Tb PYK inh = T. brucei pyruvate kinase inhibition | Q57TT1 | TbPYK enzyme, Kinase-Glo Plus ATP luminescence, 45 min | Potency, µM (top dose mostly 76.8 µM), inactives show top-dose activity, negative = inhibition, actives largely listed as inhibitors | 410,000 tested, 0.12% active | AID 624173; further: potency means the concentration at half of the fitted maximal effect; nearly all actives have a fitted effect of over 50% in size
#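 Quantitative HTS: titrated library compounds versus trypanosomal pyruvate kinase in TEA buffer (pH 7.2) containing KCl, MgCl2, BSA and Tween-20. Reactions were initiated with ADP, 130 uM final. Kinase-Glo Plus luminescence was read after 45 min at RT.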
# AmpC inh detg = blocks E. coli AmpC beta-lactamase in detergent assay. P00811. AmpC hydrolysis of nitrocefin, absorbance 480 nm, 0.01% Triton. Potency, µM (doses to about 114 µM), without a hit: at the top dose activity change, negative = inhibition, actives largely listed as inhibitors. 370,000 tested, 0.041% active. AID 485294;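 further: potency means the concentration at half of the fitted maximal effect; 0% = no-compound wells and -100% = no-enzyme wells; nearly all actives have a fitted effect of over 25% in size; some results filed as inactive show a strong effect at the top dose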
#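 20 mM phosphate pH 7.0 + 0.01% (detergent screen) or 0.0001% Triton X-100; 5.3 nM AmpC reagent; cpd preinc 15 min RT; nitrocefin (800 uM stock) to start; A480 q20 s × 4 min; Activity was normalised to no-enzyme and no-compound control wells.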
# HCMV antiviral = human cytomegalovirus inhibition. AID 1259415. activity change, negative = inhibition, % at 57.5 µM. 410,000 tested, 4.5% active. HFF cells, HCMV-luciferase reporter, 72 h; stronger effect = lower value; in the data active means activity change below about -60%; inconclusive means no clear call, values can overlap the other calls; inactive means above about -39%
#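 Inhibition of viral replication was scored as loss of reporter luminescence in HFFs infected with HCMV-luciferase (MOI 1 PFU/cell) for 72 h; compounds tested at 2 doses, normalized to buffer and Salinomycin controls.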
# LmPK inhibitor = inhibitors of Leishmania mexicana pyruvate kinase. Q27686. purified LmPK, Kinase-Glo ATP luminescence, 1 h. Potency, µM (series often up to 57.5 µM), for inactives: at the highest dose activity change, negative = inhibition, usual class: inhibitors. 290,000 tested, 0.37% active. AID 1721; further: potency means the concentration at half of the fitted maximal effect
# Target sequence (Q27686 whole entry, looked up): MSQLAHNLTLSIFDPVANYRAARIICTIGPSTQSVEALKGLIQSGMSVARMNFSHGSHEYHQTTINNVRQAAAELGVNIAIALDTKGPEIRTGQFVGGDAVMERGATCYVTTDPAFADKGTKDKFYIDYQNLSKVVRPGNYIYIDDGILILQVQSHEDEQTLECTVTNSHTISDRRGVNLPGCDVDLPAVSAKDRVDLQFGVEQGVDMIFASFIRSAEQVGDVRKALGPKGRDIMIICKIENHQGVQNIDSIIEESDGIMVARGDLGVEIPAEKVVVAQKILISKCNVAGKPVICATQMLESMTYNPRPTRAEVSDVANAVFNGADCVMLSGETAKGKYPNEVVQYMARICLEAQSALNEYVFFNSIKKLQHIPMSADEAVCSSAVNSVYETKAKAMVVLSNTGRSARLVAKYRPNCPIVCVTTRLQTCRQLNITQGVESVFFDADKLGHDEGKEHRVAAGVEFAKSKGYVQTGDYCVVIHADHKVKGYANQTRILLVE
#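 In 50 mM imidazole pH 7.2 with 7 mM MgCl2, LmPK (0.1 nM) turned over PEP (0.5 mM) and ADP (0.1 mM) for 1 h at room temperature. Luciferase read-out of ATP.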
# Sm TGR block = blocks Schistosoma mansoni thioredoxin glutathione reductase; Q962Y6; purified TGR, DTNB reduction, TNB absorbance 405 nm; Potency, µM (series often up to 114 µM), without a hit: top-dose activity change, negative = inhibition, usual class: inhibitors; 360,000 tested, 3% active; further: potency means the concentration at half of the fitted maximal effect; nearly all actives have a fitted effect of over 60% in size
#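 Kinetic colorimetric format: TGR-catalysed, NADPH-driven DTNB reduction monitored via TNB absorbance. Enzyme dispensed at 20 nM; compound exposure 15 min at room temperature before reaction start.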
# AMA1-RON2 inh = inhibitors of Plasmodium falciparum AMA1-RON2 interaction. AlphaScreen AMA1-biotinylated RON2 peptide binding. Potency, µM (highest dose often 58.2 µM), for the others: at the top dose activity change, negative = inhibition, most hits filed as inhibitors. 360,000 tested, 0.2% active. AID 720542;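 further: potency means the concentration at half of the fitted maximal effect; 0% = vehicle wells and -100% = peptide control; nearly all actives have a fitted effect of over 45% in size; some results filed as inactive show a strong effect at the top dose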
#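 AMA1 (3D7) with his tag at 25 nM final met compounds first, then biotinylated RON2 peptide at 25 nM; detection used donor plus acceptor beads, 10 µg/mL apiece, read by AlphaScreen after 30 min at room temperature.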
# An asterisk follows results filed as active; u = inconclusive; x = no result given; [ ] = dose if it differs, or a comment. Unless noted, the call rests on the fitted dose curve; in most records, active means well fitted curve in the direction sought with a large enough effect; inconclusive means small, poorly fitted or top-dose-only effect, or another doubt; inactive means no such curve, though single readings can be large; an effect the other way counts as inactive or inconclusive. Unless noted, on the % scale 0 is the no-effect control and ±100 the full control effect. This is a random part of the collection; 7.4% or so of the library scored in one or more.
SMILES,AmpC no deterg,Tb PYK inh,AmpC inh detg,HCMV antiviral,LmPK inhibitor,Sm TGR block,AMA1-RON2 inh
Cc1cc(NC(=O)CSc2nc3cc4c(cc3c(=O)n2CCc2ccccc2)OCO4)no1,-22%,-7%,-18%,12,2%,5%,-2%
CCCCn1nnnc1C(c1cc2ccccc2o1)N(C)CCc1ccccc1 (centres undefined),x,1%,x,-14,x,x,9%
CC1=C(C(=O)N(C)C)CC(CC(=O)NCCCCc2ccccc2)C(=O)N1CCC1=CCCCC1 (centres undefined),x,-3%,x,5,x,x,-1%
N#CCC(=O)N/N=C/c1ccc(N2N=C(c3ccccc3)CC2c2ccccc2)cc1 (centres undefined),-20%,0%,2%,4,10%,-2%,123%[activator]
Nc1nc(N)nc(-c2cccc(Br)c2)n1,x,2%,x,17,x,x,-22%
O=C1N[C@@H](Cc2ccccc2)COC(=O)[C@H](Cc2ccc(F)cc2)C/C=C\C[C@H]1CC(=O)N(CCO)Cc1ccccc1,230%[activator],1%,x,29,x,x,-16%
CC(=O)Nc1c(Cl)cc2c(c1Cl)C(=O)c1ccccc1-2,x,-1%,x,-39,x,x,15%
O=C(c1noc2c1CCCC2)N1CCCCC1,-5%,-3%,3%,13,-2%,29%,-4%
Cc1cccc(N2CCN(C(=O)c3ccncc3)CC2C)c1 (centres undefined),-8%,-1%,-3%,-19,-2%,1%,5%
Cc1onc(-c2ccccc2Cl)c1C(=O)Nc1ccccc1,-11%,4%,2%,-9,-1%,-7%,1%
Cc1ccc(-c2cc(C(=O)NCCc3ccccc3)c3c(-c4ccc(C)cc4)[nH]nc3n2)cc1,x,-6%,2%,51,x,5%,x
CCOc1ccc(S(=O)(=O)N2CCCCC2)cc1NC(=O)CSCc1c(C)noc1C,-4%,0%,-16%,9,x,-5%,-6%
CCN1CCc2c(sc(NC(=S)NC(=O)c3ccco3)c2C(N)=O)C1,-21%,-14%,1%,27,-9%,-2%,25%
COc1ccccc1NC(=O)N(C)C[C@@H]1Oc2ncc(Br)cc2C(=O)N([C@H](C)CO)C[C@@H]1C,x,-15%,x,2,x,x,6%
CC[C@H]1CN2CCC1C[C@H]2[C@H](O)c1ccnc2ccc(OC)cc12 (some centres undefined),-27%,4%,-9%,-68*,x,2%,1%
Cn1cc(-c2cc3n(n2)CCC(=O)N3CC(=O)O)c2ccccc21,x,-7%,17%,-15,x,8%,x
COc1cc(C(=O)NCC(=O)OCC(=O)c2cccc3ccccc23)cc(OC)c1OC,-35%,-3%,4%,46,-4%,-41%,-17%
COC(=O)C1=C(C)N=C2SCCC(=O)N2C1c1cccs1 (centres undefined),3%,-2%,0%,13,6%,-5%,-22%
COc1ccc2c(c1)CCc1c(C(=O)Nc3c(C)nn(Cc4ccc(Cl)c(Cl)c4)c3C)noc1-2,x,2%,-2%,-88*,x,-11%,x
O=C(Nc1ccc(Cl)cc1)c1csc([C@H]2C[C@H](O)[C@@H](CO)O2)n1,x,-1%,x,-1,x,x,18%
O=C(CN1CCCCC1)n1c2ccccc2c2ccccc21,-3%,4%,-8%,10,0%,-6%,u
COc1ccc([N+](=O)[O-])cc1NC(=O)Cc1ccc(Cl)cc1,-5%,-3%,-9%,-10,4%,-2%,1%
O=C(Nc1ccc2nc(SCC(=O)N3CCc4ccccc43)sc2c1)c1cccc(Cl)c1,x,8%,11%,37,x,-4%,x
O=C(Nc1ccc(-c2nnc3n2CCCCC3)cc1)c1cc2ccccc2o1,47%,0%,-1%,-33,0%,-4%,7%
Cc1ccccc1Nc1nnc(-c2ccc(C)c(S(=O)(=O)N3CCOCC3)c2)c2ccccc12,x,-3%,13%,-9,x,-1%,x

# Filtered by structure, the entries above containing an aryl thioether with sulfur outside any ring
SMILES,AmpC no deterg,Tb PYK inh,AmpC inh detg,HCMV antiviral,LmPK inhibitor,Sm TGR block,AMA1-RON2 inh
Cc1cc(NC(=O)CSc2nc3cc4c(cc3c(=O)n2CCc2ccccc2)OCO4)no1,-22%,-7%,-18%,12,2%,5%,-2%
O=C(Nc1ccc2nc(SCC(=O)N3CCc4ccccc43)sc2c1)c1cccc(Cl)c1,x,8%,11%,37,x,-4%,x

# The main list resumes, starting 2 compounds before the break.
SMILES,AmpC no deterg,Tb PYK inh,AmpC inh detg,HCMV antiviral,LmPK inhibitor,Sm TGR block,AMA1-RON2 inh
O=C(Nc1ccc(-c2nnc3n2CCCCC3)cc1)c1cc2ccccc2o1,47%,0%,-1%,-33,0%,-4%,7%
Cc1ccccc1Nc1nnc(-c2ccc(C)c(S(=O)(=O)N3CCOCC3)c2)c2ccccc12,x,-3%,13%,-9,x,-1%,x
CCn1cc([N+](=O)[O-])nc1C,-9%,-4%,-11%,5,0%,11%,29%
CC1CC(C(F)F)n2nc(C(=O)O)cc2N1 (centres undefined),-11%,2%,-12%,25,-3%,7%,-10%
COc1ccc(C=NNc2nc3c([nH]2)c(=O)n(C)c(=O)n3C)cc1,x,2%,x,21,x,x,50%[activator]
Cc1ccc2c(CC(=O)N3CCc4ccccc43)coc2c1,-47%,-4%,-16%,130,-2%,-12%,5%
Nc1ncnc2c1ncn2[C@@H]1O[C@H](CNS(=O)(=O)c2cc(S(=O)(=O)c3ccccc3)cs2)[C@@H](O)[C@H]1O,-25%,1%,x,23,x,x,-15%
Cn1c(SCC(=O)N2CCCc3ccccc32)nnc1-c1cccs1,-2%,10%,u,-30,5%,-15%,28%
COc1ccccc1CC(=O)NC(=O)c1ccccc1O,-16%,-3%,-6%,19,-1%,-16%,-5%
CCN(Cc1ccccc1)S(=O)(=O)c1ccc(S(=O)(=O)N(Cc2cccc(OC)c2)CC2CCCO2)cc1 (centres undefined),-7%,-6%,-5%,-13,5%,-8%,1%
CC(C)CN1C(=O)N(c2ccc(Cl)cc2)C(C)(O)CC1(C)C (centres undefined),-16%,-15%,-2%,-30,0%,-8%,-11%
COc1cc(/C=C/C(=O)Nc2ccc(S(=O)(=O)Nc3onc(C)c3C)cc2)cc(OC)c1OC,x,0%,x,-5,x,x,2%
COc1ccc(CCNC(=O)CN2C(=O)NC3(CCCCC3C)C2=O)cc1 (centres undefined),-17%,2%,x,-29,x,x,-5%
O=C(O)CC1SC(=O)N(Cc2ccccc2)C1=O (centres undefined),-8%,1%,-14%,-18,3%,-7%,-16%
O=C(CSc1nc2ccccc2c(=O)n1Cc1ccco1)c1ccccc1,-28%,1%,1%,-69*,1%,-15%,4%
O=C(c1cc2cc(F)ccc2[nH]1)N1CCCC(Nc2ccc(F)cc2)C1 (centres undefined),-11%,4%,2%,32,-6%,-23%,-30%
CCc1ccccc1N1C(=O)CN(S(=O)(=O)CC)CC1(C)C(=O)NC1CCCCC1 (centres undefined),x,9%[15.4 µM],-10%,0,x,-8%,x
CC1=C(C(=O)Nc2ccccc2C(=O)NC2CCCCC2C)SCCO1 (centres undefined),-7%,-21%,1%,-25,9%,-4%,5%
O=C(Cc1ccccc1)NCC(=O)N1CCCC1,1%,-3%,3%,-26,-5%,20%,6%
COc1ccc(CNC(=O)C2CCN(c3nc4ccc(C)cc4[nH]3)CC2)cc1,x,2%,15%,26,x,0%,x
COc1cccc(CNC(=O)CN2C(=O)CSc3ccc(S(=O)(=O)N4CCOCC4)cc32)c1,-8%,4%,4%,0,-3%,-1%,11%
O=C1C(=O)N(CCO)C(c2cccc(F)c2)/C1=C(\O)c1ccc(Cl)cc1 (centres undefined),-8%,2%,-4%,25,0%,-2%,-11%
Cc1ccc(-n2c(C)n[nH]c2=S)cc1,-2%,u,-13%,-10,-10%,-4%,-14%[11.6 µM]
CCOc1ccc(CCN2C(=O)C(=O)N([C@@H](CC(C)C)CN3CCC[C@H]3CN3C(=O)C(=O)NC[C@@H]3Cc3ccccc3)C[C@@H]2Cc2ccccc2)cc1,x,6%,x,-29,x,x,-24%
CCc1nc2scc(-c3ccccc3)c2c(=O)n1N,-20%,-19%,1%,-11,4%,5%,-5%
Cc1ccc(NC(=O)COC(=O)c2ccc([N+](=O)[O-])o2)cc1S(=O)(=O)N1CCCCC1,-59%,0%,-1%,-2,1%,u,-25%
CCOC(=O)COc1ccc2c(C)cc(=O)oc2c1C(=O)c1ccccc1,-12%,-9%,1%,35,11%,6%,-4%

# (listing goes on)
SMILES,AmpC no deterg,Tb PYK inh,AmpC inh detg,HCMV antiviral,LmPK inhibitor,Sm TGR block,AMA1-RON2 inh
O=C(OCC(=O)N1CCc2ccccc21)[C@@H]1CC(O)CN1S(=O)(=O)c1ccc(Cl)cc1 (some centres undefined),69%[activator],-10%,x,-34,x,x,0%
Cc1cccc(C)c1NC(=O)Cn1c(=O)n(CCCS(=O)(=O)C2CCCCC2)c(=O)c2ccccc21,x,-1%,0%,-3,x,1%,x
O=C(Cn1nnc2ccccc2c1=O)N[C@@H](Cc1c[nH]c2ccccc12)C(=O)O,-21%,-8%,-2%,-4,1%,4%,-2%
CCCCc1ccc(-n2nc3cc(C)c(NC(=O)c4ccc(C#N)cc4F)cc3n2)cc1,x,0%,0%,15,x,5%,x
CCN1CCN(C(=O)/C=C/c2ccc(OC)cc2)CC1,-17%,1%,-2%,-13,-3%,0%,30%
COc1ccc(CN(C)C(=O)c2ccc(Oc3ccccc3)cc2)cc1F,17%,-10%,u,10,-4%,6%,4%
COc1cc(/C=C2\CCC(C3CCCC3)C2=O)ccc1OC(C)C (centres undefined),-24%,3%,u,0,1%,-20%,9%
CCOC(=O)C1=C(c2ccccc2)NC(=S)NC1c1cc([N+](=O)[O-])ccc1OC (centres undefined),-59%,-8%,-4%,-17,3%,5%,0%
COC(=O)c1ccccc1NC(=O)CSCC(=O)Nc1ccc(F)cc1,-7%,-4%,0%,-3,0%,0%,-4%
COc1cc(OC)c(NC(=O)c2c(C)oc3nc(C)nc(N4CCOCC4)c23)cc1Cl,x,-8%,20%,-34,x,5%,x
CC(=O)Oc1cccc(NC(=O)c2cccc(C(=O)Nc3cccc(OC(C)=O)c3)c2)c1,-21%,1%,u,5,6%,-1%,-6%
COc1ccc(C(=O)N2CCN(C(=O)c3ccc(-c4ccccc4)cc3)CC2)cc1OC,156%[activator],6%,1%,-22,2%,-3%,-28%
CCNc1nc(NCC)nc(OCC(=O)O)n1,-6%,2%,2%,0,-1%,12%,4%
CCCCC(=O)Nc1ccc(C(=O)N2CCN(C)CC2)cc1,-21%,-2%,1%,41,-5%,7%,-5%
O=C(CN1C(=O)c2ccccc2C1=O)NC1CCS(=O)(=O)C1 (centres undefined),x,-8%,x,2,x,x,-1%
CNC(=O)c1csc(Cc2c(Cl)sc3ccc(Cl)cc23)n1,56%,7%,3%,65,2%,-15%,-9%
